Screening results (PubChem BioAssay)
VP16 counter: VP16 counterscreen qHTS for inhibitors of ROR gamma transcriptional activity; Drosophila S2 Gal4-VP16 UAS-luciferase, luminescence, 20 h; AID 2546, 2010; Potency, µM (series often up to 53.6 µM), inactives show at the top dose activity, negative = inhibition, usual class: inhibitors; actives 3.5% (n = 310,000);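 note: Gal4-VP16 expression switched on by copper sulfate through the metallothionein promoter; potency is the fitted concentration of half-maximal effect; % is set by controls: 0 for no effect and ±100 for the full control effect; nearly all actives have a fitted effect of over 50% in size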
FLuc modulator: qHTS profiling assay for firefly luciferase inhibitor/activator using purifed enzyme and Km concentrations of substrates (counterscreen for miR-21 project); Luciferin 4-monooxygenase (Photinus pyralis), P08659; purified FLuc, Km substrates, luminescence inhibition; Potency, µM (doses to about 57.5 µM), for inactives: at the highest dose activity change, negative = inhibition, most hits filed as inhibitors; actives 6.9% (n = 360,000); AID 588342, 2011;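 note: potency is the fitted concentration of half-maximal effect; plate controls were vehicle for no effect and reference inhibitor for full effect; nearly all actives have a fitted effect of over 55% in size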
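Biochemical qHTS of compounds, final roughly 60 µM downward over six points, against 10 nM purified firefly luciferase using Km concentrations of substrates (10 uM D-luciferin, 10 uM ATP) in Tris acetate pH 7.5 buffer; luminescence output.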
ELG1 genotoxic: qHTS screen for small molecules that induce genotoxicity in human embryonic kidney (HEK293T) cells expressing luciferase-tagged ELG1; HEK293T ELG1-luciferase reporter, luminescence, 16 h; Potency, µM (series often up to 46 µM), for the others: top-dose activity change, positive = activation, usual class: activators; actives 1.3% (n = 330,000); note: potency is the fitted concentration of half-maximal effect; % of control where 0% means no effect; nearly all actives have a fitted effect of over 60% in size
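Quantitative HTS format in 1536-well plates. HEK293T ELG1-luciferase reporter cells receive test compound and are incubated 16 hr at 37 °C, 5% CO2; ONE-Glo added, 30 min room temperature, then luminescence read.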
p53 reactivation: qHTS assay for re-activators of p53 using a Luc reporter | actives 0.063% (n = 320,000) | Potency, µM (top dose mostly 92.2 µM), for the others: at the highest dose activity change, positive = activation, actives largely listed as activators | AID 504706, 2011 | H1299 p53-A138V BP100-luciferase reporter, luminescence, 24 h; note: potency is the fitted concentration of half-maximal effect; % of control where 0% means no effect; nearly all actives have a fitted effect of over 45% in size
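p53-null H1299 cells stably carrying temperature-sensitive p53-A138V and a BP100-luciferase reporter were pinned with compounds (4-point, 1:5 series) and held 24 hrs at 37 deg C. Luminescence was read 10 min after detection reagent.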
RORgamma inh: qHTS for inhibitors of ROR gamma transcriptional activity. Nuclear receptor ROR-gamma (Mus musculus), P51450. Drosophila S2 Gal4-RORgamma UAS-luciferase reporter, 20 h. Potency, µM (titrated, usually from 53.6 µM), for inactives: top-dose activity change, negative = inhibition, most hits filed as inhibitors. actives 5.4% (n = 310,000). AID 2551, 2010; note: potency is the fitted concentration of half-maximal effect; % is set by controls: 0 for no effect and ±100 for the full control effect; nearly all actives have a fitted effect of over 60% in size
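Stable Schneider cell line, Gal4 DNA-binding domain fused to ROR gamma, UAS-luciferase. Cmpd 1 hr RT → CuSO4 700 uM final → 20 hr RT → luciferase reagent 10 min → luminescence.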
BRCA1 expr up: qHTS Assay to Identify Small Molecule Activators of BRCA1 Expression | MCF7-BRCA1-FFLuc reporter, luminescence, 48 h; response scale: scaled: vehicle 0%, 10 µM genistein 100% | Potency, µM (titrated, usually from 46.1 µM), for inactives: at the top dose activation, most hits filed as activators | actives 1.1% (n = 380,000) | AID 624202, 2012; note: potency is the fitted concentration of half-maximal effect; nearly all actives have a fitted effect of over 80% in size; some results filed as inactive show a strong effect at the top dose
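Activators of BRCA1 expression were detected as increased firefly luciferase luminescence in engineered MCF7 cells after 48 h compound incubation. Signals were scaled to genistein 10 microM as full activation.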
Rab9 promoter act: qHTS Assay for Rab9 Promoter Activators; actives 2.8% (n = 320,000); AID 485297, 2010; Potency, µM (highest dose often 9.22 µM), without a hit: at the top dose activation, negative = inhibition, hits mostly activators; Huh7 Rab9 promoter-luciferase reporter, luminescence, 24 h; note: potency is the fitted concentration of half-maximal effect; % of control where 0% means no effect; nearly all actives have a fitted effect of over 60% in size
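Huh7 reporter line, Rab9 promoter upstream of luciferase. Compound exposure 24 h at 37 °C in reduced-serum medium with 10% FBS. Read-out: luminescence.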
Menin-MLL TR inh: qHTS Assay for Inhibitors Targeting the Menin-MLL Interaction in MLL Related Leukemias: Competition With Texas Red Labeled MLL-derived Mutant Peptide; O00255; Potency, µM (titrated, usually from 61.6 µM), inactives show at the highest dose FP activity change, negative = inhibition, hits mostly inhibitors; Menin + Texas Red MLL mutant peptide, fluorescence polarization; actives 0.23% (n = 270,000); active = well fitted inhibition curve with a large enough effect in the polarisation, with a control signal flat, not every such curve was filed as active; inconclusive = small, poorly fitted or top-dose-only effect, or effect the other way, or a change in a side signal; inactive = no such curve, though single readings can be large or run the other way; the % refers to the polarisation; note: potency is the fitted concentration of half-maximal effect; % of control where 0% means no effect; many of its hits are not listed in these tables
Target sequence (O00255 whole entry, looked up): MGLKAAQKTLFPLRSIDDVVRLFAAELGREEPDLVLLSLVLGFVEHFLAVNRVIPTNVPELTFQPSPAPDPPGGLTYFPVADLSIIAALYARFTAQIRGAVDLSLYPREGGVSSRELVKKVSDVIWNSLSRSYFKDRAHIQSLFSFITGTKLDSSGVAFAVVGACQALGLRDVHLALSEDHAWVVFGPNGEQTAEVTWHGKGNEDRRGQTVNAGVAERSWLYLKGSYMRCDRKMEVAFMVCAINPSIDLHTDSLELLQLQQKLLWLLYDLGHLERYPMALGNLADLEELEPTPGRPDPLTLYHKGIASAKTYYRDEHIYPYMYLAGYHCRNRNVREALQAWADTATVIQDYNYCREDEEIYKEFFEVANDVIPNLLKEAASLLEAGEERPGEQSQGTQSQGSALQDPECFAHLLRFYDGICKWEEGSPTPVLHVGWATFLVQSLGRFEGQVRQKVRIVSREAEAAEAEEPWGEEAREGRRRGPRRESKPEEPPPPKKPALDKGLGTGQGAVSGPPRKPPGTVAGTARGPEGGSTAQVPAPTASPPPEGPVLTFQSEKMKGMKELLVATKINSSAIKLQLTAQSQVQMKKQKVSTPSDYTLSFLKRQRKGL
PKM2 act: qHTS Assay for Activators of Human Muscle isoform 2 Pyruvate Kinase; purified PKM2, Kinase-Glo ATP luminescence, activation; response scale: 0% is enzyme alone, no compound; Potency, µM (top dose mostly 57.5 µM), for inactives: top-dose activation, actives largely listed as activators; actives 0.34% (n = 260,000); note: potency is the fitted concentration of half-maximal effect; % is set by controls: 0 for no effect and ±100 for the full control effect; nearly all actives have a fitted effect of over 55% in size
Target sequence (P14618 whole entry, looked up, canonical isoform): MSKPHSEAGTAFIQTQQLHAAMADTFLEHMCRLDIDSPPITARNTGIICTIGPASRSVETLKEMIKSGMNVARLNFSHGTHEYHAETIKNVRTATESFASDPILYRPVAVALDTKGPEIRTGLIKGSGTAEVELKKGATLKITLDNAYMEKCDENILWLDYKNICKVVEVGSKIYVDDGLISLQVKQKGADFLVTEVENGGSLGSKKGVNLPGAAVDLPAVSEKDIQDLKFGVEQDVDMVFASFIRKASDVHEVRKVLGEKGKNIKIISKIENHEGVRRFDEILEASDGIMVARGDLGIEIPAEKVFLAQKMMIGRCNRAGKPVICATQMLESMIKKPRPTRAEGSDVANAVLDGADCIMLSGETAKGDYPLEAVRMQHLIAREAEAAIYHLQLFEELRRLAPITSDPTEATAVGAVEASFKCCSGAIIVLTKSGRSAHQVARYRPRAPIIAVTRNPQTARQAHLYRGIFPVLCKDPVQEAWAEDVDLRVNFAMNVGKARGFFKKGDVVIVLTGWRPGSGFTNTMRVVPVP
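Purified hPK-M2 (>95%) run at intermediate activity with 0.1 mM ADP and 0.5 mM PEP in 50 mM imidazole pH 7.2, KCl, MgCl2; 1 h room temperature. ATP formed read by Kinase-Glo luminescence; normalized to uninhibited and no-enzyme controls.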
Giardia kill: Small Molecules that selectively kill Giardia lamblia: qHTS | activity change, % at 7.66 µM, hits read low | AID 540267, 2011 | Giardia lamblia trophozoite viability | actives 0.15% (n = 340,000); in the data active = activity change below about -80%; inconclusive = between about -30% and that limit;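 note: parasites exposed to compound for two days anaerobically before the ATP read; % is set by controls: 0 for no effect and ±100 for the full control effect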
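Giardia trophozoites, 100 cells per well, were exposed to compounds for 48 hrs at 37 deg C under anaerobic conditions; viability was then read as ATP content by bioluminescence after 15-30 min at room temperature.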
NPC1 promoter act: qHTS Assay for NPC1 Promoter Activators; Huh7 NPC1 promoter luciferase reporter, 24 h; Potency, µM (doses to about 9.22 µM), for inactives: at the highest dose activation, most hits filed as activators; actives 2.4% (n = 320,000); AID 485313, 2010;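 note: potency is the fitted concentration of half-maximal effect; % of control where 0% means no effect; nearly all actives have a fitted effect of over 60% in size; reporter is driven by a mutant NPC1 promoter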
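Huh7 reporter cells (NPC1 promoter driving luciferase) are dosed with compound for 24 h at 37 °C, 5% CO2; luciferase detection reagent is then added and luminescence measured after 10 min at ambient temperature.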
Active calls of the source: *; ? = inconclusive; nt = not tested or not shown; & = joins results of further samples; [ ] = another dose, or the depositor's remark. Unless noted, calls come from the whole dose curve; as a rule, active = well fitted curve in the direction sought with a large enough effect; inconclusive = small, poorly fitted or top-dose-only effect, or another doubt; inactive = no such curve, though single readings can be large; an effect the other way counts as inactive or inconclusive. Not all compounds are listed, so the mix of outcomes need not match the whole.

SMILES	VP16 counter	FLuc modulator	ELG1 genotoxic	p53 reactivation	RORgamma inh	BRCA1 expr up	Rab9 promoter act	Menin-MLL TR inh	PKM2 act	Giardia kill	NPC1 promoter act
O=C(CC1C(=O)NCCN1Cc1ccc(-c2ccccc2)cc1)NCCc1ccccn1 (configuration not stated)	-7%	-10%	-4%	-2%	-17%	-11%	2%	-20%	6%	-3	12%
CC(=O)c1ccc2c3c(cccc13)CC2	-1%	-9%	2%	3%	13%	20%	0%	4%	3%	-1	-18%
Cc1ccnc(N2CCC(C(=O)NNC(=O)COc3cccc4ccccc34)CC2)n1	-7%	5%	0%	-4%	7%[10 µM]	21%	0%	-7%	-1%	-19	-2%
Cc1ccc(S(N)(=O)=O)c(C)c1N1CCCC1=O	7%	1%	0%	0%	-2%	17%	1%	29%	8%	-10	0%
O=[N+]([O-])c1ccc(CSc2ccccn2)cc1	3%	?	15%	28%	30%	43%	29%	-3%	nt	-5	14%
CN1CC(=O)N2Cc3[nH]c4ccccc4c3C[C@H]2C1=O	6%	-2%	0%	-3%	-34%	-9%	-1%	-16%	nt	-2	-2%
C=C(C)Cn1cnc2c(oc3nc4c(cc32)CCCC4)c1=O	0%	21µM*	?	14%	-24%	5.6µM*	1.6µM*	nt	-7%	-4	2.5µM*
CC(C)c1cc(CN2CCN(C3CCCC3)C(CCO)C2)[nH]n1 (configuration not stated)	-8%	-14%	-2%	-2%	34%	1%	-3%	-4%	-4%	-8	7%
Cc1ccc(C2C(C(=O)c3sc(C)nc3C)=C(O)C(=O)N2CCN(C)C)o1 (configuration not stated)	-2%	3%	-1%	-2%	-18%	22%	2%	-13%	-21%	7	4%
COc1ccccc1NC(=O)N1CCCC1C(=O)Nc1ccc2c(c1)OCCO2 (configuration not stated)	2%	?	4%	0%	8%	3%	-1%	-9%	0%	1	0%
COc1ccc(S(=O)(=O)N2CCC(Cc3ccccc3)CC2)cc1NC(C)=O	nt	-5%	?	nt	nt	-4%	9%	-13%	1%	3	-2%
O=C(Cc1ccccc1)Nc1nonc1NC(=O)c1ccccc1	-14%	2%	-6%	-4%	1%	-12%	1%	-17%	-2%	-3	0%
NS(=O)(=O)c1ccc(CNC(=O)c2ccccc2SCC(=O)N2CCCC2)cc1	nt	-1%	-9%	0%	nt	9%	4%	nt	nt	24	4%
NS(=O)(=O)c1ccc(CCNC(=O)Cc2cccs2)cc1	0%	-2%	0%	nt	-8%	0%	0%	-3%	5%	14	-3%
Cc1onc(-c2ccccc2)c1CNC(=O)Nc1cccc(Cl)c1	-1%	0%	-3%	-2%	?	-45%	-8%	nt	2%	-4	-4%
COC(=O)c1cc(Cl)c(NC(=O)/C=C/c2ccc(Cl)cc2Cl)cc1OC	-15%[0.365 µM]	-20%&1%	?	0%	7%	55%	0%	-1%	-11%	-3	13%
O=[N+]([O-])c1ccc2nc(-c3cccnc3)[nH]c2c1	-13%	?	6%	6%	41%	?	?	22%	8%[11.5 µM]	-6	13%
CCOC(=O)c1ccc(NC(=O)CC2C(=O)OCCN2CC)cc1 (configuration not stated)	?	?	6%	15%	?	14%&5%	-1%	-13%	6%	-7	3%
CC(=O)Nc1ccc(S(=O)(=O)NCC2CCC(C(=O)NCCCOC(C)C)CC2)cc1 (configuration not stated)	2%	-2%&-1%	1%	0%	-6%	0%	-6%	0%	nt	41[activator]	-1%
Cc1cc2c(cc1S(=O)(=O)C(C)CC(=O)NCc1ccco1)OCC(=O)N2 (configuration not stated)	4%	5%	5%	6%	-7%	4%	4%	nt	nt	-19	0%
CCOC(=O)c1nnn(-c2nn3nnnc3c3ccccc23)c1C	11%	-5%	-7%	17%	-24%	-38%	5%	-3%	-14%	21	4%
CCOc1ccc(Nc2nc3c(C)cccc3cc2C#N)cc1	-29%	0%	0%	nt	?	0%	2%	13%	0%	2	-4%
COCCn1c(SCC(=O)Nc2ccc(C)cc2)nc2c(oc3ccccc32)c1=O	5%	13%	?	2%	33%	-16%	7%	7%	25%	-12	1%
CC(C)Cc1ccc(CN2CCCC(NC(=O)CCCN3CCCC3=O)C2)cc1 (configuration not stated)	5%	-4%	-6%	-13%	-11%	0%	7%	-17%	nt	3	-2%
Cc1cc(C(=O)NNC(=S)NC(C)c2ccccc2)cs1 (configuration not stated)	-19%	0%	-4%	9%	?	89%	-4%	4%	2%	6	-1%

(list continues)
SMILES	VP16 counter	FLuc modulator	ELG1 genotoxic	p53 reactivation	RORgamma inh	BRCA1 expr up	Rab9 promoter act	Menin-MLL TR inh	PKM2 act	Giardia kill	NPC1 promoter act
Cc1ccc(C(=O)C2CCN(S(=O)(=O)c3ccc(C(=O)O)cc3)CC2)cc1	11%	0%	0%	-2%	-2%	2%	0%	nt	nt	-2	-1%
C/C(=N\NC(=O)c1nnn(-c2nonc2N)c1CSc1ccc(C)cc1)c1ccco1	12%	0%	8%	10%	-17%	-4%	-3%	?	nt	-14	-5%
CN(CCNC(=O)C1(O)c2ccccc2NC(=O)N1c1ccccc1)Cc1ccccc1 (configuration not stated)	2%	-1%[2.3 µM]	-2%	-1%	9%	2%	0%	-3%	-1%	-5	0%
Cc1cc(-c2csc(NCc3ccccc3)n2)c(C)n1C	-7%	-11%	-9%	-1%	5%	-18%	1%	-24%	2%	7	-6%
COC(=O)c1c(-c2ccccc2)csc1NC(=O)c1ccco1	-1%	5.4µM*	2.3µM*	?	37%	5µM*	?	-9%	-4%	11	2.8µM*
c1coc(CNc2ncnc3c2oc2ccccc23)c1	?	-12%	-9%	-3%	?	-1%	5%	1%	5%	-13	-5%
O=C(CSc1nnc(CNC(=O)c2ccccc2)o1)NCc1ccccc1	-1%	0%	1%	-14%	24%	-16%	15%	1%	1%	-12	-1%
COc1ccc(C2(c3ccc(OC)cc3)NC(=O)N(CC(=O)Nc3ccc(OC)c(OC)c3)C2=O)cc1	-18%	-1%	-2%	-5%	31%	-26%	-1%	?	10%	11	-3%
Cc1cc(C)cc(C(=O)N2CC(C)OC(C)C2)c1 (configuration not stated)	-9%	1%	0%	0%	4%	0%[1.84 µM]	2%	-5%	-6%	-14	-1%
O=c1[nH]c(C2CCN(S(=O)(=O)c3ccc(S(=O)(=O)NC4CC4)cc3)CC2)nc2c1nnn2Cc1ccccc1	1%	1%	-22%	1%	43%	-17%	-1%	nt	nt	1	1%
CN(C)S(=O)(=O)c1cccc(NC(=O)CCNC(=O)c2ccccc2Cl)c1	-1%	1%	-2%	-16%	44%	0%	-5%	-14%	-4%	-17	0%
O=C(O)c1ccc(CN2C(=O)CSC2=S)cc1	?	3%	-1%	-22%	10µM*	-33%	-2%	?	1%	6	2%
Cc1ccc(N2C(=O)C3NN=C(C(=O)OCc4ccccc4)C3C2=O)c(C)c1 (configuration not stated)	-2%	-15%	2%	4%	-14%	2%	1%	1%	0%	-21	-2%
CCOC(=O)C1=C(C)NC(=O)NC1c1ccc2c(c1)OCCO2 (configuration not stated)	1%	4%	3%	0%	-1%	-27%	-2%	-2%	0%	14	1%
COc1cc(C#Cc2ccc3cc(CCCO)oc(=O)c3c2)cc(OC)c1	nt	4.8µM*	?	?	nt	4%	-3%	nt	nt	-10	-6%
CCC(C)Nc1nc(SC(C(C)=O)C(C)=O)nc(N(C)C)n1 (configuration not stated)	?	-1%[2.3 µM]	0%	-4%	13µM*	-8%	-1%	-2%	-2%	2	0%
COC(=O)c1ccc(O)c(Sc2cc(C(=O)OC)ccc2O)c1	-4%[0.365 µM]	2%	-21%	-16%	?	16%	-7%	?	-7%	-11	-2%
Cn1cc(S(=O)(=O)CC(=O)Nc2ccc3c(c2)OCCO3)c2ccccc21	0%	?	0%	1%	-12%	43%	1%	-14%	5%	6	-1%
CCOC(=O)[C@H]1[C@H]2COc3ccc(Cl)cc3[C@@H]2N2C(=O)c3cc(C)ccc3NC(=O)[C@@]12C	nt	-1%	0%	-12%	nt	0%	-5%	nt	nt	-9	-5%
COC(=O)C1(C)NC(c2ccc(O)cc2)C2C(=O)N(c3ccc(C)cc3)C(=O)C21 (configuration not stated)	12%	-1%	-1%	nt	-27%	7%	0%	9%	5%[11.5 µM]	11	-1%
